Compound activity as filed in PubChem.
BLM inh = blocks DNA unwinding by human BLM helicase. P54132. recombinant BLM DNA unwinding, fluorescence dequenching. Potency, µM (top dose mostly 56.1 µM), without a hit: top-dose activity change, negative = inhibition, actives largely listed as inhibitors. 350,000 compounds, 0.2% hits. AID 2528;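 also: potency is read from the fitted curve at half-maximal effect; plate controls were vehicle for no effect and no enzyme for full effect; nearly all actives have a fitted effect of over 35% in size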
APE1 inh = blocks human APE1 abasic DNA cleavage | P27695 | recombinant APE1, TAMRA/BHQ-2 abasic DNA cleavage fluorescence | Potency, µM (highest dose often 65.8 µM), inactives show top-dose activity change, negative = inhibition, most hits filed as inhibitors | 350,000 compounds, 0.35% hits;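 also: potency is read from the fitted curve at half-maximal effect; plate controls were vehicle for no effect and reference inhibitor for full effect; nearly all actives have a fitted effect of over 55% in size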
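Step 1: APE1 (0.75 nM) with compound, 15 min RT. Step 2: add 50 nM fluorophore/quencher THF duplex. Step 3: three fluorescence reads 60 s apart (525/598 nm); read 3 minus read 1 = reaction progress.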
Apoferritin bind = binds horse apoferritin like a general anesthetic | P02791 | apoferritin/1-aminoanthracene competitive binding, fluorescence | Potency, µM (series often up to 77.5 µM), inactives show at the highest dose activity change, negative = displacement, usual class: inhibitors | 350,000 compounds, 0.074% hits | AID 485281; also: potency is read from the fitted curve at half-maximal effect; % is scaled to controls: 0 for no effect and ±100 for the full control effect; nearly all actives have a fitted effect of over 20% in size
Target sequence (P02791 2-175 limits assumed): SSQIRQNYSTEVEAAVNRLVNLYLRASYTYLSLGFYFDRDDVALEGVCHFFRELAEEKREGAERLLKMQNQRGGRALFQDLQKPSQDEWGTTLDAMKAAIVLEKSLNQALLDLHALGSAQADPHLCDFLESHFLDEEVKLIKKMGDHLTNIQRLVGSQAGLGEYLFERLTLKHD
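10 uM apoferritin + 50% sat. 1-AMA, PBS; cpd 10 min RT; Ex380/Em535 endpoint; normalized to free probe vs complex; 4-param Hill fit; propofol titration as pos. ctrl.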
LDHA block = inhibitors of human lactate dehydrogenase A; activity change, % (values are at about 110 or 230 µM); purified LDHA, NADH/diaphorase-resazurin fluorescence; active compounds read low; P00338; 480,000 compounds, 0.15% hits; in the data active = activity change below about -30%; inconclusive = mostly about -25% to -30%;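 also: plate controls were DMSO wells for no effect and wells without enzyme for full effect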
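LDH5 2 nM; NADH 0.06 mM, pyruvate 0.2 mM; 200 mM Tris pH 7.4, EDTA, Tween-20; 5 min RT. Detection: diaphorase 0.133 mg/mL + resazurin 37 µM, fluorescence ex540/em590 at 0 and 20 min; normalized to enzyme-free and DMSO wells.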
Pol beta inh = blocks human DNA polymerase beta activity; Pol beta primer extension/strand displacement, fluorescence kinetic; Potency, µM (series often up to 114 µM), for inactives: top-dose activity change, negative = inhibition, most hits filed as inhibitors; 340,000 compounds, 1.3% hits; AID 485314; also: potency is read from the fitted curve at half-maximal effect; % is scaled to controls: 0 for no effect and ±100 for the full control effect
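Reaction started by 50 nM substrate onto compound-treated Pol beta (10 nM, 15 min preincubation, room temperature); plates read at 0 min and 10 min. Normalized concentration-effect data fitted by four-parameter Hill equation.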
POLH inh = inhibitors of human DNA polymerase eta. recombinant Pol eta, fluorescent DNA replication assay. Potency, µM (titrated, usually from 114 µM), for inactives: at the top dose activity change, negative = inhibition, most hits filed as inhibitors. 390,000 compounds, 1.2% hits; also: potency is read from the fitted curve at half-maximal effect; % is scaled to controls: 0 for no effect and ±100 for the full control effect
Target sequence (Q9Y253 whole entry, looked up): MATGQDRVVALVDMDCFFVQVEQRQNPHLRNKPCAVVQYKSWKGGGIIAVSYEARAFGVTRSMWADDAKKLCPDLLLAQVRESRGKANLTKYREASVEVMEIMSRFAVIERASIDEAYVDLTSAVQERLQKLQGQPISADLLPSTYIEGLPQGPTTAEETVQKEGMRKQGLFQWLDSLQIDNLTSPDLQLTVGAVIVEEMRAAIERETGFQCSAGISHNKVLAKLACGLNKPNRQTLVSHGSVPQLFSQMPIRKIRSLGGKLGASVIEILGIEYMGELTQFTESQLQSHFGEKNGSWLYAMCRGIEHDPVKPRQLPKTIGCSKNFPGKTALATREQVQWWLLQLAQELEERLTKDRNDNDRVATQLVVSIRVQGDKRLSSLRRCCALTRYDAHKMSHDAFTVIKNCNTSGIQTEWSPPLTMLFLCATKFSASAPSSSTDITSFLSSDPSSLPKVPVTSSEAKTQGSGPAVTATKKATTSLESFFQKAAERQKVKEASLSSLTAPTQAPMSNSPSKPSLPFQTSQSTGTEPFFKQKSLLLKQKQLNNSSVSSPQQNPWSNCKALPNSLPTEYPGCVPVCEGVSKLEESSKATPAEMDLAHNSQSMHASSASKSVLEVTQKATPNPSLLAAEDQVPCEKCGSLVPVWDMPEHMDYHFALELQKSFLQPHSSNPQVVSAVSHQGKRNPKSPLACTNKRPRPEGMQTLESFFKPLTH
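Pol eta at 10 nM preincubated with compounds 15 min at room temperature; reaction started with fluorescent substrate (50 nM final) and read kinetically at 0 and 10 min.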
Pol iota inh = DNA polymerase iota (human) inhibition; Pol iota fluorescent replication assay, 10 min; 390,000 compounds, 1% hits; Potency, µM (highest dose often 115 µM), inactives show top-dose activity, negative = inhibition, most hits filed as inhibitors; Q9UNA4; also: potency is read from the fitted curve at half-maximal effect
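Pol iota at 10 nM preincubated 15 min with compounds at room temperature; reaction started with fluorescent substrate, 50 nM final. Fluorescence read kinetically at 0 and 10 min; buffer-only wells as negative control.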
Glioma ERSR ind = ER stress response induction in glioma; Potency, µM, for the others: at the highest dose activation, most hits filed as activators; 420,000 compounds, 0.02% hits; AID 602332; U87-MG GRP78 promoter luciferase reporter, 16 h; also: potency is read from the fitted curve at half-maximal effect; series mostly up to about 76 µM; % of control where 0% means no effect; nearly all actives have a fitted effect of over 35% in size
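ERSR induction read as luciferase luminescence (Bright-Glo, 10 min at room temperature) in stably transfected human U87-MG glioma cells exposed to compounds for 16 h, using GRP78 as sensor.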
Pol kappa inh = DNA polymerase kappa (human) inhibition. purified Pol kappa, fluorescent DNA synthesis assay, 10 min. Potency, µM (series often up to 107 µM), for the others: at the top dose activity, negative = inhibition, usual class: inhibitors. 400,000 compounds, 0.53% hits; also: potency is read from the fitted curve at half-maximal effect; % is scaled to controls: 0 for no effect and ±100 for the full control effect
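Fluorescent qHTS in 1536-well format: enzyme (10 nM) and compound sat 15 min at room temperature before 50 nM substrate (final) was added. Signal taken at 0 and 10 min; no-enzyme buffer wells were negative controls.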
An asterisk follows results filed as active; u = inconclusive; x = not tested or not shown; & = joins results of further samples; [ ] = dose if it differs, or a comment. Unless noted, calls follow the shape of the dose curve; as a rule, active = well fitted curve in the direction sought with a large enough effect; inconclusive = small, poorly fitted or top-dose-only effect, or another doubt; inactive = no such curve, though single readings can be large; an effect the other way counts as inactive or inconclusive. An excerpt (hit frequency here may not be typical).

SMILES	BLM inh	APE1 inh	Apoferritin bind	LDHA block	Pol beta inh	POLH inh	Pol iota inh	Glioma ERSR ind	Pol kappa inh
CC1CCC(N2CCN(c3ncccn3)CC2)C1 (stereo unspecified)	0%	-1%	-5%	-4	20%	6%	6%	-10%	-1%
CCCCn1c(S(=O)(=O)O)nc2ccccc21	2%	0%	-2%	-3	-2%	8%	2%	-2%	-1%
CCc1ccc(OCC(=O)Nc2ccncc2)cc1	-6%	19%	-5%	-9	2%	-23%	64%[activator]	4%	-8%
C[C@H]1CN(S(=O)C(C)(C)C)[C@@H](CCO)/C1=C\c1ccccc1 (stereo partly specified)	x	x	x	-5	x	-13%	12%	3%	-10%
O=C(C[n+]1ccc2ccccc2c1)c1cccc2ccccc12	-7%	1%	-8%	-3	18%	-4%	47%[activator]	-6%	-8%[60.1 µM]
COc1ccc(-c2oc3ccc(C)cc3c(=O)c2O)cc1OC	-2%	-5%	x	x	x	x	x	0%	-10%[19.4 µM]
COC(=O)c1sccc1NC(=O)c1cccc(Cl)c1	x	x	x	-7	x	-14%	127%[activator]	-1%	-13%
COc1ccccc1N1CCN(C2CCN(S(=O)(=O)c3ccc(C)cc3)CC2)CC1	-3%	1%	-1%	-4	-1%	2%	26%	-5%	-17%
COC(CNc1ncnc2sc(-c3ccccc3)cc12)OC	-3%	-9%	-13%	-2	18%	u	7%	0%	3%
O=C(NCC1CCCO1)c1cc(C(=O)C2CCCCC2)c[nH]1 (stereo unspecified)	-3%	-6%	-8%	0	-2%	-8%	40%[activator]	4%	-4%
Cc1ccccc1Nc1nnc(SCC(=O)Nc2ccccc2[N+](=O)[O-])s1	-11%	0%	-7%	-8	0%	1%	106%[activator]	-3%	-10%
COc1ccc(CC2(CO)CCN(C(C)Cc3ccc(Cl)cc3)CC2)cc1 (stereo unspecified)	2%	-2%	-11%	-1	u	-3%	35%[activator]	-4%	-2%
COc1ccc(NC(=O)CSc2nnc(C3CCCCC3)n2-c2ccccc2)cc1	-3%	-9%	u	6	1%	-7%	7%	-3%	-9%
Cc1c(C)c2c(OCC(=O)NCCCO)cc3c(c2oc1=O)CCC(C)(C)O3	4%	2%	7%	2	4%	-19%	-1%	-2%	-22%
C/C(=N\NC(=O)c1nnn(-c2nonc2N)c1COc1ccc(F)cc1)c1ccc(Cl)cc1	-2%	-3%	-11%	1	11%	-15%	-9%[58.9 µM]	-5%	-12%
COC(=O)c1ccccc1NC(=S)NC(C)=O	-2%	12%	-3%	0	2%	9%	22%	-4%	6%
Fc1cccc(NCc2cn3ccccc3n2)c1	7%	9%	3%	9	-1%	-7%	11%	4%	-2%
COc1cc(/C=C(\C#N)C(=O)Nc2ccccn2)ccc1O	-2%	44%[activator]	-6%	8	27%	-20%	63%[activator]	10%	2%
Cc1ccccc1NC(=O)C1CCCN(c2ncnc3onc(-c4ccc(F)cc4)c23)C1 (stereo unspecified)	0%	-13%	-2%	-1	12%	-19%	23%	-3%	2%
C[C@H](CO)N1C[C@H](C)[C@@H](CN(C)C(=O)Nc2ccc3c(c2)OCO3)Oc2ccc(NC(=O)Cn3cnnn3)cc2C1=O	x	30%	x	1	x	-5%	26%	-5%	13%
Cc1cccc(/C=C2\Sc3ccc(C(=O)NCC4CCCO4)cc3N(C)C2=O)c1 (stereo unspecified)	u	20%	-19%	-2	6%	-10%	-2%	-1%	-12%
Cc1nc(N/N=C/c2ccccn2)sc1C	-5%	3%	-11%	-5	-12%	-10%	11%	-15%	-5%
O=C(O)c1ccc(-c2nc(-c3ccccc3)c(-c3ccccc3)[nH]2)cc1	2%	-1%	6%	-8	39%	-17%	73%[activator]	-4%	0%
CCN(Cc1ccncc1)C(=O)c1cc(Br)cc(Br)c1O	1%	-2%	-6%	-1	57%	-4%	22%	-2%	5%
COc1ccc(CC2(CO)CCN(Cc3cnc(-c4ccccc4C)nc3)CC2)cc1	-3%	-6%	-20%	-8	4%	-15%	-16%	1%	-1%
Carrying on:
SMILES	BLM inh	APE1 inh	Apoferritin bind	LDHA block	Pol beta inh	POLH inh	Pol iota inh	Glioma ERSR ind	Pol kappa inh
COc1ccc(CC(=O)NC(C)(C)CC(C)=O)cc1OC	-1%	14%	-7%	-8	10%	2%	9%	-1%	-7%
O=S(=O)(c1ccc(Oc2ccc(S(=O)(=O)N(CCO)CCO)cc2)cc1)N(CCO)CCO	-14%	-3%	1%	-8	-17%	-7%	21%	-1%	3%
O=C(CCNC(=O)c1ccc([N+](=O)[O-])cc1)NCc1ccco1	x	8%	x	-1	x	-1%	-7%	-3%	-5%
CCN(CC)S(=O)(=O)c1ccc(OC(C)C)nc1	-1%	-1%	-3%	-6	5%	-7%	-4%	-4%	-1%
Cc1ccc(S(=O)(=O)Cc2ccc(C(=O)NCCCN3CCN(C)CC3)o2)cc1	-1%	-6%	6%	-1	2%	-16%	7%	-1%	-14%
Cc1ccc(S(=O)(=O)c2nnn3c2nc(N2CCCC2)c2sccc23)cc1C	-4%	x	-2%	-5	50%	-7%	14%	-4%	-7%
CCCCc1ccc(NC(=S)NCCCN2CCOCC2)cc1	-11%	5%	u	-1	-3%	-15%	34%[activator]	-3%	2%[60.1 µM]
Cc1ccccc1Nc1cc(C(=O)NC2CCC(C)CC2)c2ccccc2n1 (stereo unspecified)	-3%	x	13%	-3	52%	4%	-7%	4%	-7%
CCCC(=O)Nc1ccc(N2CCN(C(=O)CCC)CC2)cc1	-3%	13%	-8%	-6	35%	-8%	10%	-3%	0%
CN1CCSc2ccc(C(=O)Nc3cccc(F)c3)cc21	1%	-3%	44%[activator]	-6	-23%	-13%	30%	-2%	-12%
O=C(CSc1cn[nH]n1)Nc1nc2ccccc2s1	-3%	18%	-12%	-10	109%	6%	34%[activator]	-2%	-2%
CC(C(=O)Nc1ccc(S(=O)(=O)Nc2ncccn2)cc1)N1C(=O)c2ccccc2S1(=O)=O (stereo unspecified)	x	-9%	x	-4	x	-8%	38%[activator]	-4%	4%
Cc1ccc(C(=O)c2nc3c(n2O)CCCC3)cc1	4%	-4%	-2%	6	-24%	-18%	3%	-2%	-1%
O=c1[nH]c(CN2CCN(c3ccccc3)CC2)nc2scc(-c3ccccc3)c12	-3%	6%	7%	-7	5%	-8%	7%	-4%	-4%
CCOC(=O)c1nc(C)c(C(C)=O)s1	2%	1%	1%	-6	-1%	-2%	-17%	-2%	1%
COc1cc(C(=O)NC(CCSC)C(=O)OCC(=O)C(C)(C)C)cc(OC)c1OC (stereo unspecified)	-3%	-2%	3%	1	4%	-10%	5%	u	6%
O=S(=O)(c1ccccc1)c1nc(-c2ccco2)oc1N1CCOCC1	0%	-4%	1%	-4	23%	7%	-4%	-6%	-1%
Cc1nc(N2CCN(C(=O)c3ccc(Cl)cc3)CC2)c(C#N)c2c1COC(C)(C)C2	-4%	-1%	u	4	14%	-18%	-1%	-6%	-6%
CCOC(=O)C1=C(C)N(C)C(=O)NC1c1ccccc1OC (stereo unspecified)	0%	-1%	-5%	-7	0%	3%	-4%	-2%	-2%
C(=C\c1ccccc1)/CSc1nnc(-c2ccncc2)n1Cc1ccco1	-7%	12%	-14%	-7	12%	u	-19%	-3%	-20%
COC(=O)CSc1nc(NC(C)=O)nc(C)c1Br	-1%	2%	-8%	-1	-1%	-11%	14%	-6%	2%
Cc1cc(C2=NNC(=Nc3ccc(S(=O)(=O)N4CCOCC4)cc3)SC2)c(C)n1C	-2%	5%	-6%	-3	9%	-20%	22%	-5%	-12%
COc1cccc(C(=O)Nc2cc(C)nn2-c2ccccc2)c1OC	-2%	70%[activator]	-1%	-4	-6%	-23%	25%	0%	-10%
Cc1noc(C)c1S(=O)(=O)N1CCN(Cc2ccc3c(c2)OCO3)CC1	2%	-3%	5%	-8	1%	-3%	-7%	-3%	-7%
COc1cccc(CNC(=O)COC(=O)c2nn(C)c(=O)c3ccccc23)c1	x	16%	x	-5&3	x	-8%	53%[activator]	0%	-8%

Some of these compounds in order of length of the SMILES, rising:
SMILES	BLM inh	APE1 inh	Apoferritin bind	LDHA block	Pol beta inh	POLH inh	Pol iota inh	Glioma ERSR ind	Pol kappa inh
CCN(CC)S(=O)(=O)c1ccc(OC(C)C)nc1	-1%	-1%	-3%	-6	5%	-7%	-4%	-4%	-1%
O=S(=O)(c1ccccc1)c1nc(-c2ccco2)oc1N1CCOCC1	0%	-4%	1%	-4	23%	7%	-4%	-6%	-1%
C(=C\c1ccccc1)/CSc1nnc(-c2ccncc2)n1Cc1ccco1	-7%	12%	-14%	-7	12%	u	-19%	-3%	-20%
COc1cc(C(=O)NC(CCSC)C(=O)OCC(=O)C(C)(C)C)cc(OC)c1OC (stereo unspecified)	-3%	-2%	3%	1	4%	-10%	5%	u	6%
O=S(=O)(c1ccc(Oc2ccc(S(=O)(=O)N(CCO)CCO)cc2)cc1)N(CCO)CCO	-14%	-3%	1%	-8	-17%	-7%	21%	-1%	3%

Further compounds follow.
SMILES	BLM inh	APE1 inh	Apoferritin bind	LDHA block	Pol beta inh	POLH inh	Pol iota inh	Glioma ERSR ind	Pol kappa inh
Cc1ccc(S(=O)(=O)CC(=O)N(CCCN2CCOCC2)c2nc3c(F)cccc3s2)cc1	x	6%	x	-6	x	-24%	28%	3%	11%
O=C(OCC(=O)N1CCC(Cc2ccccc2)CC1)c1cccnc1Cl	x	-11%	x	-3	x	3%	12%	0%	-9%
O=C(Nc1ccc(F)c([N+](=O)[O-])c1)c1cccs1	3%	-8%	-16%	-14	-22%	-18%	21%	-1%	-15%
S=C(NC1CCCCC1)NN1CCCCCC1	x	x	x	-5	x	-9%	93%[activator]	-2%	-16%
Cc1cccc2cc(CN(CC3CCCO3)C(c3nnnn3Cc3ccco3)C(C)C)c(=O)[nH]c12 (stereo unspecified)	-10%	-2%	-21%	-1	4%	-7%	2%	-3%	-10%
O=c1oc(CCCO)cc2ccc(Br)cc12	x	26%	x	-3	x	4%	u	1%	3%
CSc1ccc(-c2sc(Nc3ccccc3)n[n+]2-c2ccccc2)cc1	75%[activator]	u	-14%	-4	u	4%	u	-2%	-15%
